eIF4E 4G PPI = blocks eIF4E binding to eIF4G; actives 0.37% (n = 220,000); P63073+Q04637; AID 782; inhibition, % at 21.7 µM; TR-FRET eIF4E-eIF4GI(517-606) binding, 2 h;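 active = inhibition above about 30%, limit read from the data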;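 also: 0% = full FRET control wells and 100% = background wells lacking eIF4GI fragment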
Calpain2 inh = blocks pig calpain II enzyme activity; purified calpain II, fluorogenic peptide substrate, 30 min; inhibition, % at 16 µM; actives 0.37% (n = 220,000); AID 1236;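 active = inhibition above about 50%, limit read from the data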
Mdm2 ligase inh = inhibitors of human Mdm2 E3 ubiquitin ligase; cell-based MDM2 ubiquitination luciferase reporter, 2 h; 0 = plate control, 100 = twice control, blank-subtracted; signal enhancement, % at 5 µM; Q00987; actives 0.11% (n = 210,000);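 active = signal enhancement of 30% or more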;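 also: luminescence tracks abundance of the self-degrading MDM2-luciferase fusion protein; higher signal means inhibition of MDM2 E3 ligase activity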
Target sequence (Q00987 whole entry, looked up, the tested form may be a part): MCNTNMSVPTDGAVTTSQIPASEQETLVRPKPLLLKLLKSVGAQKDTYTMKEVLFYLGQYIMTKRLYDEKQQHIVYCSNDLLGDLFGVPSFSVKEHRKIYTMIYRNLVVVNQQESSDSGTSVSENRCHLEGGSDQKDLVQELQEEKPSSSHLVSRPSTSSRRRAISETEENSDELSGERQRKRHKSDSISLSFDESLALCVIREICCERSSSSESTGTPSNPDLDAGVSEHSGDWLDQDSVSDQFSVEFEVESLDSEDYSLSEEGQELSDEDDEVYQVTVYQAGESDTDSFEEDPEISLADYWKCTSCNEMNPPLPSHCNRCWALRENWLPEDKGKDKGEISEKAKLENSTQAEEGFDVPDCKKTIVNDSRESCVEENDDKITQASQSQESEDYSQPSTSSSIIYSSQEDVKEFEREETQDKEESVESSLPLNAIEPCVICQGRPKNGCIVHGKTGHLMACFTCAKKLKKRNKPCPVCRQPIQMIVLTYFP
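System: stable MDM2–luciferase fusion reporter cells / Input: 2000 cells seeded into each well / Schedule: 4 h settle plus 2 h compound, 37 °C / Compound: single-point 5 µM / Buffer or medium: cells held in DMEM / Benchmarks: control and blank well means / Evaluation: percent signal gain over controls, blank-subtracted / Measured by: luciferase luminescence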
TNF death inh = inhibitors of TNF-alpha induced necroptosis in Jurkat FADD-/- cells; Jurkat FADD-/- TNF necroptosis rescue, ATP luminescence, 24 h; 0 = TNF only, 100 = no-TNF cells; activation (protection from cell death), % at 10 µM; actives 0.068% (n = 220,000); AID 463075;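 active = activation, meaning protection from cell death, of at least 50% relative to plate controls; inactive = activation below 50%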;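 also: necroptosis triggered by 40 ng/mL TNF-alpha added together with compound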
PERK inh = blocks human PERK kinase | Q9NZJ5 | CHO PERK-DD fusion, SEAP luminescence translation reporter | inhibition, % at 5.6 µM | actives 0.17% (n = 220,000) | AID 1416;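 active = inhibition above the mean inhibition of all tested compounds plus 3 SD, set separately per screening campaign, cut at about 2.9% in these data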;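 also: PERK kinase domain activated by AP20187 dimerizer at 100 nM; 0% = DMSO with dimerizer and 100% = rapamycin at 8.4 µM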
EBV gp42 inh = EBV gp42 inhibition | Fluorescence polarization binding assay, mP read-out | inhibition, % (tested at 21.74 µM) | actives 0.42% (n = 220,000) | AID 1085; in the data active = inhibition above about 50%
Target sequence (Q1HVG2 whole entry, looked up): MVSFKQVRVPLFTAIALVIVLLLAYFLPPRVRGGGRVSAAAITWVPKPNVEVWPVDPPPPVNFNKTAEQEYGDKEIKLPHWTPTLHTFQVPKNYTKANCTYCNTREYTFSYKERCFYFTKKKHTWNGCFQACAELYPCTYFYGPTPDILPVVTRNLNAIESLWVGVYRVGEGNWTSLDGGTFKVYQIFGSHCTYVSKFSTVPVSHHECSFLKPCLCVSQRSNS
KCC2 mod = modulates chloride dependent transport by human KCC2. Q9H2X9. KCC2 cells, thallium flux FluoZin-2 fluorescence. B-score of Tl+ flux slope (higher = more flux/activation; lower = inhibition) at 10 µM. actives 2.2% (n = 190,000);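 active = thallium flux slope and its plate-corrected score both differing from the plate sample mean at a set confidence after two filtering rounds, in either direction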;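 also: slope of fluorescence scaled to starting intensity during 10 to 20 s after thallium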
Rad51 HR inh = Rad51 (human) homologous recombination inhibition; Q06609; hRad51 DNA strand exchange, fluorescence dequenching; inhibition, % at 10 µM; actives 0.085% (n = 200,000); AID 1385;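 active = inhibition above 40% at the single screening dose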;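 also: 0% = DMSO control wells and 100% = blanks with heterologous ssDNA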
Target sequence (Q06609 whole entry, looked up): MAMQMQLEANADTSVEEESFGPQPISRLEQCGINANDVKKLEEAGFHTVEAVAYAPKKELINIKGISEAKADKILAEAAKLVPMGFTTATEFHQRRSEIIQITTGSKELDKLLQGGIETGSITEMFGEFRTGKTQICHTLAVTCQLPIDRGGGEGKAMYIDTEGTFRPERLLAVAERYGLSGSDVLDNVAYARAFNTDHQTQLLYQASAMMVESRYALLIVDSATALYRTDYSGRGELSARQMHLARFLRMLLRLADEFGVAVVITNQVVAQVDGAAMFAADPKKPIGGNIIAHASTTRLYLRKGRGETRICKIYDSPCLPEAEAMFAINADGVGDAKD
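Material: Human Rad51 nucleoprotein filaments preassembled on unlabelled ssDNA | Also added: Labelled 47-mer dsDNA for strand exchange | Dosing: Single dose, 10 µM final compound | Schedule: 30-min compound preincubation and 15-min exchange, both room temperature | Technique: Fluorescence dequenching at 485/520 nm | Measure: Percent inhibition relative to plate controls and blanks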
zVAD death inh = blocks zVAD induced death of L929 cells; L929 zVAD necroptosis rescue, ATP luminescence, 24 h; with zVAD 60 µM; viability rescue, % at 10 µM; actives 0.38% (n = 220,000); AID 1377;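 active = activation, scaled between plate controls, above about 75%, limit read from the data; inactive = activation under that limit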;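 also: 0% = zVAD with DMSO and 100% = DMSO alone without zVAD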
The depositor's hits bear a star; nt = not tested or not shown; [ ] = dose if it differs, or a comment.

SMILES	eIF4E 4G PPI	Calpain2 inh	Mdm2 ligase inh	TNF death inh	PERK inh	EBV gp42 inh	KCC2 mod	Rad51 HR inh	zVAD death inh
CC1=NNC(=O)c2ccccc2O1	2	-20	-4	-0.5	1.1	-4	-0.12	-26	0.2
COc1ccccc1/C=N/N(C(C)=O)c1nc(-c2ccc(F)cc2)cs1	-1	-4	-2	7.0	1.2	-30	nt	-2	0.6
CC(=O)Nc1ccc(S(=O)(=O)Nc2nc(CN3CCOCC3)nc3sc4c(c23)CCCC4)cc1	6	-371	-12	0.4	-0.5	-4	0.56	-6	-0.4
O=C(NNc1c2ccccc2nc2ccccc12)C12CC3CC(CC(C3)C1)C2	2	5	-1	-1.2	1.8	-5	0.19	nt	0.5
CCC(C)NCCOc1ccc(C(C)(C)c2ccccc2)cc1 (configuration not stated)	2	27	-14	1.9	-0.5	-2	0.081	-11	0.8
COc1ccc(-c2cc(C(=O)N3CCCCC3)no2)cc1OC	-4[fluorescence artefact?]	14	0	-4.2	-0.1	-22	nt	8	0.1
Cc1ccc(Cn2ccc(O)c(Cc3ccccc3)c2=O)cc1	-1	-16	5	1.6	0.3	4	0.07	-34	0.5
CCCCN(C(=O)CNC(=O)c1cccs1)C(C(=O)NC1CCCC1)c1ccncc1 (configuration not stated)	-1	-23	-24	0.2	0.3	-6	-0.09	29	6.7
CCCc1cc(NCCCn2ccnc2)n2nc(C)c(-c3ccccc3)c2n1	-1	-15	1	-1.6	-0.9	-5	-1.3	11	22
COc1ccc(OC)c(NC(=O)c2ccno2)c1	2	-11	-94	0.5	1.2	-7	0.95	-22	1.8
N#C/C(=N/Nc1ccccc1F)C(=N)N1CCOCC1	0	-1	-3	-1.3	0.2	-30	0.028	5	-0.2
O=C(Nc1ccc(Cl)cc1C(=O)NCc1cccnc1)c1ccco1	-1	17	-9	-1.0	-0.8	-11	nt	0	0.0
CCc1cccc2c(C(=O)COC(=O)c3ccccc3)c[nH]c12	5	-2	-1	2.7	0.1	-28	-0.43	-4	2.8
COc1ccc(N=CC2=C(O)CC(C)(C)CC2=O)cc1	1	9	-34	-2.8	-0.3	-2	0.74	-1	-0.5
NC(=O)c1sc2cc(C(F)(F)F)cnc2c1-c1cccs1	5	-20	0	0.7	-1.1	-7	1.2	-6	0.1
O=C(NCCCNCc1ccccc1)c1ccc(/C=N/O)nc1	2	1	-10	0.6	1.8	-19	0.53	3	0.1
Cn1nc(C(C)(C)C)cc1C(=O)O	3	-16	-8	0.4	1.5	-32	0.074	-48	-0.1
CCCCCC(=O)NC(=S)Nc1ccc(N2CCOCC2)cc1	-2[fluorescence artefact?]	26	-7	1.9	-0.7	6	0.2	-9	1.0
CC(=O)N(Cc1ccco1)c1nc(C(=O)Nc2ccc(Cl)cc2)c(C)s1	-7	8	-1	9.2	-0.4	-8	2	nt	0.5
CCn1c2ccccc2c2cc(NC(=O)c3ccc(C)c([N+](=O)[O-])c3)ccc21	-9	-49	-11	4.4	0.7	-2	0.65	-4	3.3

An excerpt from above in order of molar mass, falling.
SMILES	eIF4E 4G PPI	Calpain2 inh	Mdm2 ligase inh	TNF death inh	PERK inh	EBV gp42 inh	KCC2 mod	Rad51 HR inh	zVAD death inh
CCCc1cc(NCCCn2ccnc2)n2nc(C)c(-c3ccccc3)c2n1	-1	-15	1	-1.6	-0.9	-5	-1.3	11	22
COc1ccccc1/C=N/N(C(C)=O)c1nc(-c2ccc(F)cc2)cs1	-1	-4	-2	7.0	1.2	-30	nt	-2	0.6
O=C(Nc1ccc(Cl)cc1C(=O)NCc1cccnc1)c1ccco1	-1	17	-9	-1.0	-0.8	-11	nt	0	0.0
N#C/C(=N/Nc1ccccc1F)C(=N)N1CCOCC1	0	-1	-3	-1.3	0.2	-30	0.028	5	-0.2
COc1ccc(OC)c(NC(=O)c2ccno2)c1	2	-11	-94	0.5	1.2	-7	0.95	-22	1.8

The list continues.
SMILES	eIF4E 4G PPI	Calpain2 inh	Mdm2 ligase inh	TNF death inh	PERK inh	EBV gp42 inh	KCC2 mod	Rad51 HR inh	zVAD death inh
O=C(O)COc1ccc(Nc2ccccc2)cc1	1	-38	-5	-0.5	0.6	-4	0.65	6	3.1
COC(=O)c1[nH]c2ccc(C)cc2c1NC(=O)CN1CCC(C)CC1	-5	-26	-7	-2.8	-0.2	-28	-0.41	-8	0.6
CN=C(c1ccccc1)c1c(C)cccc1C	5	-9	7	-0.1	0.8	-12	-0.57	-50	0.3
Cc1occc1C(=O)Nc1ccc(OCc2ccccc2)cc1	-3	-14	-16	-2.8	0.4	1	-0.45	2	21
CCO[C@@H]1OC(C(=O)N2CCN(C)CC2)=C[C@H](c2csc3ccccc23)[C@H]1CCCO	1	-13	nt	2.4	0.4	-3	-0.00082	4	-0.5
CCOc1ccc(-c2nnc(SCC(=O)N3CCOCC3)o2)cc1	-1	-7	-16	-0.4	0.7	-15	0.32	12	-0.7
Cc1ccc(NS(=O)(=O)c2c(C)[nH]c(=O)[nH]c2=O)cc1C	-4	-15	5	-0.8	-0.1	-32	nt	-10	-0.4
COc1ccc(C(C(=O)NC2CCCCC2)N(C(=O)c2sc(C)nc2C)c2ccc(C(C)=O)cc2)cc1 (configuration not stated)	-22	-192	-19	-0.8	-0.2	8	nt	-2	-0.3
CCN(CC)C(=O)c1ccc(NS(=O)(=O)c2ccccc2)cc1	-3	-15	7	0.7	0.8	-8	nt	-10	-0.3
O=C(Cc1ccc(Cl)cc1)NNC(=O)c1cnccn1	4	-7	-4	2.4	1.5	2	-0.11	9	1.1
Cc1ccc(S(=O)(=O)N2CCC(=O)N(C(COCc3ccc(Cl)cc3Cl)Cc3ccccc3)CC2)cc1 (configuration not stated)	0	28	nt	0.9	0.4	-14	-1.7	2	-0.7
CC1c2ccsc2CCN1S(=O)(=O)c1cccs1 (configuration not stated)	7	-4	-9	0.7	1.6	-14	-1.6	13	-0.1
CCOC(=O)c1ccc(NC(=O)c2nn(CC)cc2Br)cc1	7	30	-9	-2.1	0.3	3	-1.2	-1	-0.6
C=CCn1c(CSCc2ccc(Cl)cc2)nnc1SCC(=O)NCc1ccccc1	-5[fluorescence artefact?]	-2	-7	-1.5	-0.3	1	-1.9	11	-0.3
CCOC(=O)C(Cc1ccccc1)NC(=O)Cn1nnc(-c2ccccc2)n1 (configuration not stated)	4	28	-12	-0.9	-1.4	2	nt	-20	1.0
COC(=O)C1=C(C)NC(=O)C1(Nc1nccs1)C(F)(F)F (configuration not stated)	4[fluorescence artefact?]	-22	19	-1.6	0.9	-14	0.82	-1	-1.2
C/C(=N/NC(=O)CNC(=O)COc1ccccc1)c1ccco1	2	0	nt	1.5	-0.5	-11	1.7	nt	1.6
Cc1cc(C)c([C@@H]2C[C@H]3CN(C4CCCC4)C(=O)[C@]34CCCN24)c(-n2cccn2)c1	4	2	-14	1.8	-2.2	-1	-1.5	-13	0.0
O=C(OCC#CCSc1nnc(-c2ccccc2)o1)c1ccco1	1	6	12	-1.9	-0.1	-6	-0.44	-3	-0.6
O=C(CN1C(=O)c2cccc3cccc1c23)NCc1ccc2c(c1)OCO2	2	-72	-16	0.8	-0.4	5	-2.2	nt	0.6
O=C(CSc1nc2ccc(Nc3nc(N4CCCC4)nc(N4CCCC4)n3)cc2s1)NCc1ccco1	92*	15	-6	0.3	-1.8	-15	-0.57	12	2.4
Cc1cc(NC(=O)/C=C/c2cccc(F)c2)n(-c2nc3ccccc3[nH]2)n1	-5	-8	10	4.8	0.7	-2	-0.093	-3	-0.4
Cc1ccc(N2/C(=N/c3nc(C)cc(C)n3)NC(=O)CC2C(=O)O)cc1 (configuration not stated)	8	-13	5	-0.1	-0.2	-13	0.36	3	0.2
COc1ccc(-n2c(SCC(=O)Nc3nccs3)nc3sc4c(c3c2=O)CCN(C)C4)cc1	-8[fluorescence artefact?]	-27	-3	0.8	-0.6	-15	nt	-2	0.3
CC(=O)CC(=O)Nc1ccc2ccccc2c1	-5	-12	nt	4.0	0.3	-3	-1.4	4	1.2
O=c1c2[nH]c3ccccc3c2ncn1Cc1ccco1	2	-9	-1	-0.3	0.0	-26	0.51	4	0.1
CCS(=O)(=O)CCSc1nc2ccccc2o1	-1	-10	-20	0.9	0.3	-9	-0.95	-7	-0.1
COc1ccc(CNc2nc3ccccc3n2C)c(OC)c1	-2	-41	-4	3.1	0.5	-11	0.085	8	1.9
Cc1ccc2nc(C3CCN(CC(=O)Nc4ccc5c(c4)OCCO5)CC3)[nH]c2c1	9	26	-15	-3.0	-0.7	-1	-3.3	-2	0.1
COCCNC(=S)N1CCc2cc(OC)c(OC)cc2C1c1cccs1 (configuration not stated)	2	-9	0	1.6	0.6	-4	-0.89	5	0.3
O=C(CN(CC(=O)N1CCOCC1)S(=O)(=O)c1ccc(Br)s1)N1CCOCC1	nt	nt	nt	0.2	0.2	nt	0.62	nt	-0.6
O=C(NCc1ccco1)c1ccc(=O)[nH]n1	0	-33	-11	-1.2	2.1	-1	nt	-2	0.8
Cc1cc(C)c2c(-n3cccc3)c(C(=O)NNS(=O)(=O)c3ccc(Br)cc3)sc2n1	-2	1	-2	-2.2	1.2	-17	nt	-5	0.9
O=C1CC(C(=O)Nc2nccs2)C(c2ccccc2)O1 (configuration not stated)	1	-22	12	nt	nt	-10	nt	1	nt
Cc1ccc(S(=O)(=O)CCSc2ccc(C(F)(F)F)cn2)cc1	-5	3	-4	0.2	0.7	-13	nt	6	-0.4
Cn1c(C(=O)NCc2cccnc2)cc2sccc21	4	22	-4	-2.4	1.5	-19	0.011	nt	0.1
O=C(NC1CCCCC1)c1cc2nc(-c3ccco3)cc(C(F)(F)F)n2n1	6	-98	-8	-0.7	1.2	-10	0.57	-4	-0.8
O=C(N/N=C/c1ccc[nH]1)c1ccccc1OCc1ccc(F)cc1	-9	-11	nt	-1.2	0.3	-15	-0.089	-71	0.3
Cc1noc2ncnc(Oc3ccc(C(C)(C)C)cc3)c12	5	15	-8	0.7	0.1	-13	0.026	11	-0.2
COc1ccc(/C=C/C(=O)OCC(=O)Nc2ccc(Cl)cc2F)cc1S(=O)(=O)N1CCOCC1	-11	4	nt	2.4	0.5	-28	0.2	nt	0.3
Cc1ccc(SCC(=O)NC2CCS(=O)(=O)C2)cc1 (configuration not stated)	-4	-9	-2	0.2	0.2	-7	0.4	-10	1.1
COc1ccc(-c2n[nH]c(C)c2-c2ccc(OC)c(OC)c2)c(O)c1	2	19	-10	-8.4	-0.7	-11	nt	-3	24
CN(C)CCCN=C(NO)c1ccc(Cl)cc1Cl	2	0	-6	0.8	0.5	-15	0.41	nt	-0.8
O=C(NNC(=O)c1cc(C(F)(F)F)cc(C(F)(F)F)c1)c1ccc(Cl)cc1	-2	-7	-9	2.4	-0.5	3	-0.72	-4	0.0
COC(=O)c1sc2nc(SCC(=O)N(C)c3ccccc3)n(N)c(=O)c2c1C	2	-95	-7	0.8	-0.7	1	0.23	11	1.0
O=C(Nc1ccccc1F)Nc1ccccc1F	0	-12	-35	1.6	0.9	-5	-0.78	-1	0.8
CCSc1nnc(NC(=O)CSc2c(Cl)cccc2Cl)s1	0	14	-11	0.0	0.1	-18	0.42	-3	1.2
COCCn1c(-c2ccc(OC)cc2)nc2ccccc21	2	-4	-6	0.1	-2.2	-14	nt	-7	0.2

Assay outcomes from PubChem BioAssay.
